# MC4R barr agon: activates human MC4R beta-arrestin recruitment; U2OS MC4R beta-arrestin complementation, luminescence; percent of melanotan II response, DMSO zero; activation, % at 8.9 µM; AID 540308; actives 0.98% (n = 360,000);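 active = activation above a per-plate cutoff, the mean activation of sample wells on that plate plus 3 SD, cut at about 8% in these data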
# ABHD5 PLIN5 PPI: blocks binding of human ABHD5 to perilipin-5; actives 0.78% (n = 360,000); Q00G26+Q8WTS1; Split G. princeps luciferase complementation, luminescence, 4 h; inhibition, % at 4 µM;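 active = inhibition above the mean inhibition across every tested compound plus 3 SD, cut at about 22% in these data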;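 also: 0% = DMSO only wells and the 100% control is not disclosed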
# Target sequence (Q00G26 whole entry, looked up): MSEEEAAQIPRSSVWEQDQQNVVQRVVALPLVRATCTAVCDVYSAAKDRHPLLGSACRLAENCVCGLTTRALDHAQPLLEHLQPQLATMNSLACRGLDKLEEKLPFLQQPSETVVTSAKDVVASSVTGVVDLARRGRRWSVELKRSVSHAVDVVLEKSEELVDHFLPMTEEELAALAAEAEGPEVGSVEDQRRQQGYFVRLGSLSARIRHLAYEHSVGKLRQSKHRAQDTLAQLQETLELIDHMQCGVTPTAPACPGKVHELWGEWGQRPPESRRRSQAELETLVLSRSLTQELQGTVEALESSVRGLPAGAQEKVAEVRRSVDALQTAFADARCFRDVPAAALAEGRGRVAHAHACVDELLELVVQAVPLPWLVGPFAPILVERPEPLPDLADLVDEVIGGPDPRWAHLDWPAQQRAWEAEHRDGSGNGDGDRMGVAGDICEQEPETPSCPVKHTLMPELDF
# Target sequence (Q8WTS1 whole entry, looked up): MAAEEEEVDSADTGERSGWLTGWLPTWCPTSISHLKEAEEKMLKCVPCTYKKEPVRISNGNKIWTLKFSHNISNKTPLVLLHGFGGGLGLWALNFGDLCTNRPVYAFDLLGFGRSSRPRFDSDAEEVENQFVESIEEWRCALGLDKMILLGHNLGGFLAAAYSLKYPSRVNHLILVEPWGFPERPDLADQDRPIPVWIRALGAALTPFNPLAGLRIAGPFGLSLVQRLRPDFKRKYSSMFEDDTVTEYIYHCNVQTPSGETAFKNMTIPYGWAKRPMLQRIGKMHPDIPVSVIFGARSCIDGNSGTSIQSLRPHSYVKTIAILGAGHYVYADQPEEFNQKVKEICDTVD
# N-glyco inh: N-linked glycosylation inhibition; D54 ERlucT glycosylation luciferase reporter, 24 h; percent of 100 nM tunicamycin response; actives 0.23% (n = 360,000); reporter increase, % at 12.5 µM;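 active = mean luciferase reporter signal, scaled so untreated is 0 and the glycosylation-blocking control 100, at or above a set limit in every replicate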;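 also: luciferase carries N-glycosylation sites so blocking glycosylation raises the light; 0% = median of neutral control wells and 100% = median of 100 nM tunicamycin wells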
# H9c2 protect: protects H9c2 cardiomyocytes from peroxide injury; H2O2 injury protection, ATPLite, 2 h; AID 588492; actives 0.63% (n = 360,000); protection from H2O2 cell death, % at 20 µM;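 active = compounds giving at least 50% protection of heart cells from peroxide-induced death in the single-dose screen, raw or plate-pattern-corrected value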;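 also: 0% = DMSO wells with peroxide and 100% = DMSO wells without peroxide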
# MC4R antagonist: antagonists of human melanocortin 4 receptor (MC4R). inhibition, % at 6.5 µM. actives 0.48% (n = 360,000). MC4R-expressing cells, MTII-stimulated cAMP, LANCE TR-FRET. AID 540295. P32245;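 active = inhibition above its plate's cutoff, the mean of tested wells on that plate plus 3 SD, cut at about 29% in these data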;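 also: 0% = Melanotan II alone and 100% = Melanotan II plus saturating MCL0020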
#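 Material – human MC4R-expressing U2OS cells · Repeats – no replicates · Detection – TR-FRET with Eu-cAMP and labeled anti-cAMP, 671 nm · Times – compound 30 min, challenge 1 h, detection 1 h · Compound – single nominal compound dose of 6.5 µM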
# Granule exo inh: lytic granule exocytosis inhibition. TALL-104 LAMP-1 surface exposure, flow cytometry; cells stimulated with thapsigargin and PMA. inhibition, % at 10 µM. actives 0.66% (n = 360,000). AID 651702;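 active = inhibition above about 55%, limit read from the data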
# ABCB6 inh MLPCN: inhibitors of human ABC transporter ABCB6; Q9NP58; fluorescence ratio to DMSO, % at 10 µM; actives 0.19% (n = 360,000); K562-ABCB6 porphyrin accumulation, flow cytometry, 1 h; active compounds read low;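 active = fluorescence ratio to DMSO below 75%, the collection mean minus 3 SD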;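 also: signal is porphyrin accumulated inside mitochondria; 100% equals median channel fluorescence of DMSO control wells; lower ratio means ABCB6 inhibition with less porphyrin fluorescence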
# hiPSC survival: hiPSC single-cell survival enhancement | ATPlite luminescence; 100% = ROCK inhibitor wells, 0% = DMSO | survival enhancement, % at 20 µM | actives 0.044% (n = 360,000) | AID 602274; in the data active = survival enhancement above about 18%;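 also: cells exposed to compounds for 16 hours before the ATP read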
# m5-HT2A agonist: agonists of mouse serotonin 5-HT2A receptor (HTR2A); P35363; CHO-K1 mHTR2A beta-arrestin complementation, luminescence; percent of 30 µM serotonin response; activation, % at 7.6 µM; actives 0.66% (n = 360,000); AID 624169;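 active = activation above a run cutoff, the mean activation of all tested compounds plus 3 SD, cut at about 14% in these data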;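 also: 0% = plate median of compound wells and 100% = 30 µM serotonin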
# aDG glyco act: increases alpha dystroglycan glycosylation; Pro5-aDG cells, alpha-DG glycosylation AlphaScreen (IIH6); 0% Pro5, 100% B10-LARGE cell signal; activation, % at 10 µM; actives 0.22% (n = 360,000); AID 624168;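 active = activation of at least 8% versus controls, or a plate z-score of at least 8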;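 also: Pro5 are CHO cells carrying HIG-tagged alpha-DG that lacks glycosylation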
# * marks the source's active call; other numbers are inactive results; nt = not tested or not shown.
# Sample of the layout:
mol | MC4R barr agon | ABHD5 PLIN5 PPI | N-glyco inh | H9c2 protect | MC4R antagonist | Granule exo inh | ABCB6 inh MLPCN | hiPSC survival | m5-HT2A agonist | aDG glyco act
Cc1ccc(-n2ncc3c2CC(C)(C)CC3NC(=O)CCCN2CCCC2=O)cc1 (stereo not drawn) | -2.4 | -2.5 | -0.4 | 5.0 | 0.0 | -2.5 | 97.0 | -0.6 | -6.6 | -0.2
Cc1nnc(NC(=O)CSc2nnc(C)n2Cc2ccccc2)s1 | -0.2 | 5.2 | 1.6 | 10.0 | 8.5 | 3.1 | 114.0 | 3.3 | 1.1 | -0.2

# Results, repeating the preview:
mol | MC4R barr agon | ABHD5 PLIN5 PPI | N-glyco inh | H9c2 protect | MC4R antagonist | Granule exo inh | ABCB6 inh MLPCN | hiPSC survival | m5-HT2A agonist | aDG glyco act
Cc1ccc(-n2ncc3c2CC(C)(C)CC3NC(=O)CCCN2CCCC2=O)cc1 (stereo not drawn) | -2.4 | -2.5 | -0.4 | 5.0 | 0.0 | -2.5 | 97.0 | -0.6 | -6.6 | -0.2
Cc1nnc(NC(=O)CSc2nnc(C)n2Cc2ccccc2)s1 | -0.2 | 5.2 | 1.6 | 10.0 | 8.5 | 3.1 | 114.0 | 3.3 | 1.1 | -0.2
CS(=O)(=O)N1CCN(C(=O)c2ccncc2)CC1 | -0.2 | -2.9 | 4.8 | 1.2 | -1.1 | 2.1 | 104.0 | 3.1 | 0.5 | -0.1
Cc1c(C)c2cc(Cl)c(OC(C)C(=O)NCCN3CCOCC3)cc2oc1=O (stereo not drawn) | -2.5 | 7.8 | 2.7 | -5.5 | 19.5 | -4.5 | 101.0 | 1.2 | -5.7 | -0.1
COc1ccc(OCCn2c(C)c(/C=N/n3cnnc3)c3ccccc32)cc1 | -1.2 | 10.9 | 3.3 | -15.0 | -5.2 | -1.3 | 105.0 | 6.1 | 5.0 | 0.2
Cc1ccc(NC(=O)CSCC(=O)N2c3ccccc3CCc3ccccc32)cc1 | 7.1 | -5.6 | -0.9 | -0.8 | 10.3 | -1.9 | 104.0 | -0.3 | -4.4 | 0.2
O=C(CCCO)CCCCCCCCC[C@H]1N[C@H](CO)[C@@H](O)[C@@H]1O | -0.1 | 0.0 | 1.6 | 6.4 | 4.7 | -1.5 | 102.0 | 4.0 | 0.6 | 2.1
CC1(C)NC(=O)N(CC(=O)OCC(=O)Nc2cc(S(=O)(=O)N3CCCCCC3)ccc2Cl)C1=O | -2.4 | 1.4 | -1.7 | -0.5 | 13.6 | -1.4 | 95.0 | -1.7 | 12.1 | 0.0
CCC(Cc1ccccc1)OC(=O)c1ccccc1C(=O)O (stereo not drawn) | -1.7 | -2.6 | 3.5 | 10.8 | -0.2 | 2.7 | 107.0 | 0.0 | 5.8 | 0.1
COCCNC(=O)Cn1ccc2cc(S(=O)(=O)N3CCCCCC3)ccc21 | -0.6 | -5.7 | 1.4 | 4.1 | 8.1 | -2.4 | 94.0 | 0.1 | -1.3 | 0.6

# Next section
mol | MC4R barr agon | ABHD5 PLIN5 PPI | N-glyco inh | H9c2 protect | MC4R antagonist | Granule exo inh | ABCB6 inh MLPCN | hiPSC survival | m5-HT2A agonist | aDG glyco act
CCOP(=O)(OCC)C(NC(=O)Nc1ccc(Cl)cc1)C(N)=O (stereo not drawn) | -3.0 | -3.9 | 0.1 | -4.9 | 2.3 | -7.2 | 104.0 | 3.2 | 3.2 | -0.2
CCN(Cc1ccccc1)C(=O)COC(=O)Cn1cnc2ccccc21 | -1.3 | 6.3 | -0.2 | -4.0 | 10.6 | -0.5 | 97.0 | 0.4 | 1.1 | 0.0
Cc1cccc(-c2cc3nc(-c4ccccc4)cc(=O)n3[nH]2)c1 | 1.2 | 3.5 | 1.3 | -1.7 | 7.4 | -5.6 | 94.0 | 0.8 | -1.3 | 0.0
CCOC(=O)Nc1sc(NS(=O)(=O)c2ccccc2)nc1C | 1.9 | -3.8 | 2.4 | 1.9 | -1.3 | -1.4 | 102.0 | 1.2 | 0.9 | -0.2
COc1ccc(Cn2c(=O)c3c(nc(NCCO)n3C)n(C)c2=O)cc1 | 2.2 | -5.3 | 2.2 | 17.6 | -29.6 | 3.7 | 98.0 | 1.5 | -3.5 | -0.7
COc1ccc2oc(=O)c(C(=O)N3CCN(c4ccccc4)CC3)cc2c1 | -0.1 | 3.5 | -1.2 | 0.0 | 2.1 | -4.7 | 105.0 | 2.6 | -3.2 | 0.2
NC(=O)N/N=C/c1cc(Br)ccc1OC(=O)c1ccccc1 | 0.0 | -5.1 | 3.8 | -1.5 | -0.3 | -0.7 | 107.0 | -0.3 | -3.1 | -0.3
CCOc1ccccc1Nc1nc(N)nc(Cl)c1CC | -1.3 | -2.5 | -1.5 | 0.7 | 10.8 | -1.1 | 95.0 | 4.5 | 3.8 | 0.7
Cc1ccc(CNS(=O)(=O)c2c(C)[nH]c(C)c2C(=O)N2CCCC2)cc1 | 0.2 | 4.6 | 0.0 | -0.2 | 14.7 | -6.5 | 95.0 | 0.0 | -6.4 | 0.1
Cc1cc(N2CCCC2=O)ccc1S(=O)(=O)N1CCOCC1 | -1.5 | 2.2 | 0.8 | -6.6 | 7.4 | -3.3 | 96.0 | 0.3 | 0.8 | -0.1

# Next section
molecule,MC4R barr agon,ABHD5 PLIN5 PPI,N-glyco inh,H9c2 protect,MC4R antagonist,Granule exo inh,ABCB6 inh MLPCN,hiPSC survival,m5-HT2A agonist,aDG glyco act
Cn1c(=O)c2sccc2n2c(CCCC(=O)NC3CCN(Cc4ccccc4)CC3)nnc12,-0.8,1.6,0.7,3.6,25.7,5.0,105.0,-0.2,-0.2,-0.1
COc1ccc2c(c1OC)C[N+]1([O-])CCc3cc4c(cc3C1C2)OCO4 (stereo not drawn),-0.2,4.4,1.0,3.3,14.7,10.5,100.0,-2.2,1.5,0.0
Nc1c(N2CCCC2)c2ccccc2oc1=O,-2.9,-0.5,0.4,4.9,-11.4,0.3,86.0,-0.1,2.6,0.6
Cc1ccc(CSc2nnc(CCCCCNC(=O)OC(C)(C)C)o2)cc1,0.8,-1.9,-0.5,-5.8,5.6,7.8,99.0,0.2,-6.7,0.4
O=C(c1ccccc1F)N1CCN(c2ccc([N+](=O)[O-])cc2-n2cccc2)CC1,-3.1,-0.9,-7.2,-3.6,14.2,6.6,96.0,0.1,-1.2,-0.3
O=C(Nc1nc(-c2ccc(F)c(F)c2)cs1)c1ccc(OCC2CCCO2)cc1 (stereo not drawn),16.9*,1.3,0.7,-9.1,1.2,-2.0,85.0,-0.2,-4.6,0.0
Cc1cc2ncc(-c3ccccc3)nc2cc1C,-0.3,-8.7,-15.9,-14.3,6.9,3.7,102.0,-0.8,4.3,0.1
Cc1cccc(Nc2nnc(SCc3cn4ccsc4n3)s2)c1,-1.1,9.9,1.8,-5.7,4.4,-1.1,91.0,1.1,-2.4,0.1
Cn1c(=N)n(CC(O)c2cccc3ccccc23)c2ccccc21 (stereo not drawn),-1.2,12.0,2.0,0.3,3.5,2.3,102.0,-3.7,-0.8,0.1
NNc1nc2ccccc2nc1C(F)(F)F,1.5,-11.5,-0.2,13.7,17.6,0.1,106.0,0.1,-0.3,-0.2
O=C1c2ccccc2NC(c2ccc(-c3ccc(F)cc3)o2)N1O (stereo not drawn),-0.8,38.1*,-2.8,3.0,-2.8,3.4,101.0,-0.7,3.8,0.9
C=CCN(C(=O)c1csnn1)C(C(=O)NC1CCCC1)c1ccc(F)cc1 (stereo not drawn),-2.6,2.2,0.3,1.8,3.7,-4.8,97.0,-0.2,-4.5,-0.1
CC1CC(C)(C)NC(=S)N1CC(=O)NCc1ccc(F)cc1 (stereo not drawn),-0.3,-1.9,0.8,-0.1,8.7,0.4,98.0,-0.2,-0.1,0.0
CC(=O)Nc1ccc2nc(NC(=O)c3cccs3)sc2c1,-1.1,3.7,-10.0,3.1,4.7,-0.4,92.0,-0.7,-3.3,-0.1
O=C(NC(=S)NC1CCSC1=O)c1ccc([N+](=O)[O-])cc1 (stereo not drawn),-3.3,-6.4,3.2,4.5,4.4,2.3,95.0,0.2,13.7,-0.2
O=C(COc1ccc([N+](=O)[O-])cc1)Nc1ccc2c(c1)OCO2,1.7,-4.5,3.7,3.3,32.2*,-5.6,99.0,5.5,5.1,0.1
COc1cccc(C(C(=O)NC(C)(C)C)N(C(=O)CCC(=O)Nc2cc(C)on2)C2CC2)c1OC (stereo not drawn),-0.3,-7.1,0.8,6.8,5.5,-4.0,102.0,-0.8,1.5,0.1
O=C(N/N=C/c1ccc(Cl)cc1)C1CC12CCC2 (stereo not drawn),-0.1,-1.6,-3.3,-3.5,13.9,-1.5,102.0,-0.6,-2.6,0.7
CCN1C(=O)[C@H]2[C@@H](c3ccc(-c4ccc(OC)cc4)cc3)N[C@@](CC(C)C)(C(=O)OC)[C@H]2C1=O,0.3,2.9,-0.5,8.5,3.2,1.0,95.0,2.9,6.2,0.0
CC(C)C[C@H]1CN([C@@H](CC(C)C)CN2CCCC2CN2C(=S)NC[C@@H]2Cc2ccc(O)cc2)C(=S)N1CC1CCCCC1 (stereo partly drawn),-0.8,-8.5,-7.9,-27.5,-1.1,22.1,96.0,-3.5,-0.8,0.2
CCOC(=O)C1=CCN(S(=O)(=O)c2ccccc2F)C1c1cccc(Cl)c1 (stereo not drawn),nt,0.0,0.2,-2.3,nt,-0.8,87.0,-1.4,-5.7,0.0
O=C(NNC(=O)c1c(O)c2ccccc2[nH]c1=O)c1ccccc1Br,-0.1,-8.1,0.9,8.7,4.9,-12.7,90.0,-0.2,-1.6,-0.2
O=C(NCc1ccncc1)C1CCC(=O)N(CCc2ccc(Cl)cc2)C1 (stereo not drawn),-3.2,1.3,0.6,0.3,9.1,0.8,94.0,-0.4,4.6,-0.2
COc1ccc(C(c2sc3nc(C)nn3c2O)N2CCc3ccccc3C2)cc1 (stereo not drawn),0.1,0.9,-1.5,19.8,15.6,0.0,101.0,1.1,-1.3,2.2
CCOC(=O)c1ccc(NC(=O)CN(c2ccc(C)cc2)S(=O)(=O)c2c(C)nn(C)c2C)cc1,-0.4,-5.1,-3.3,-3.4,10.0,0.7,97.0,-0.2,-6.3,0.1
COc1ccc2[nH]cc(C(=O)N3CCCCC3)c(=O)c2c1,-1.6,2.5,0.2,-3.9,13.0,-0.7,94.0,0.8,-0.7,0.1
Cc1csc(Sc2ccc(C(=O)OCC(=O)Nc3ccc(F)cc3[N+](=O)[O-])cc2[N+](=O)[O-])n1,-0.3,-6.7,0.5,18.0,4.5,2.6,97.0,0.5,0.4,0.0
CN(C1=NC(=O)C(CC(=O)O)S1)c1ccc(O)cc1 (stereo not drawn),-1.8,1.8,1.1,6.3,-1.9,2.3,97.0,1.7,-2.3,0.3
CC(=O)Nc1ccc(S(=O)(=O)Nc2cc(C)ccn2)cc1,-0.1,-1.6,3.0,1.0,-3.9,-1.6,87.0,2.1,-2.2,0.0
CN(C)CCNC(=O)CCn1nc(-c2ccc(Cl)cc2)ccc1=O,-1.0,4.3,1.4,1.4,-4.1,-7.4,98.0,-0.8,-5.9,0.0
